KCNH2 3.1 block = blocks the human KCNH2 3.1 channel isoform; 340,000 tested, 0.95% active; U2OS KCNH2 3.1, thallium flux FluxOr; stronger effect = lower value; activity change, % (tested at about 1.8 µM);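 active = maximum activity change below -70%; inconclusive = maximum activity change from -70% to -50%; inactive = maximum activity change above -50%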;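 also: thallium influx rate constant from kinetic fluorescence after stimulation buffer; % is scaled to controls: 0 for no effect and ±100 for the full control effect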
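U2OS cells transduced with KCNH2 3.1 mutant virus (1.77 x 10^8 /mL, 4 h), plated overnight at 37 C, loaded 45 min with FluxOr dye plus Red40 quencher. Thallium flux rate constant from kinetic reads after stimulation buffer, normalised to controls.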
Gal4-VP16 FLuc = inhibits Gal4-VP16 luciferase reporter, ROR gamma counter-screen; Drosophila S2 Gal4-VP16 UAS-luciferase, luminescence, 20 h; Potency, µM (doses to about 53.6 µM), for inactives: at the top dose activity, negative = inhibition, hits mostly inhibitors; 310,000 tested, 3.5% active; AID 2546;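 also: Gal4-VP16 expression switched on by copper sulfate through the metallothionein promoter; potency is read from the fitted curve at half-maximal effect; % is scaled to controls: 0 for no effect and ±100 for the full control effect; nearly all actives have a fitted effect of over 50% in size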
RORgamma inh = inhibitors of mouse ROR gamma transcriptional activity. P51450. Drosophila S2 Gal4-RORgamma UAS-luciferase reporter, 20 h. Potency, µM (highest dose often 53.6 µM), without a hit: at the top dose activity change, negative = inhibition, actives largely listed as inhibitors. 310,000 tested, 5.4% active. AID 2551; also: potency is read from the fitted curve at half-maximal effect; % is scaled to controls: 0 for no effect and ±100 for the full control effect; nearly all actives have a fitted effect of over 60% in size
Target sequence (P51450 whole entry, looked up, the tested form may be a part): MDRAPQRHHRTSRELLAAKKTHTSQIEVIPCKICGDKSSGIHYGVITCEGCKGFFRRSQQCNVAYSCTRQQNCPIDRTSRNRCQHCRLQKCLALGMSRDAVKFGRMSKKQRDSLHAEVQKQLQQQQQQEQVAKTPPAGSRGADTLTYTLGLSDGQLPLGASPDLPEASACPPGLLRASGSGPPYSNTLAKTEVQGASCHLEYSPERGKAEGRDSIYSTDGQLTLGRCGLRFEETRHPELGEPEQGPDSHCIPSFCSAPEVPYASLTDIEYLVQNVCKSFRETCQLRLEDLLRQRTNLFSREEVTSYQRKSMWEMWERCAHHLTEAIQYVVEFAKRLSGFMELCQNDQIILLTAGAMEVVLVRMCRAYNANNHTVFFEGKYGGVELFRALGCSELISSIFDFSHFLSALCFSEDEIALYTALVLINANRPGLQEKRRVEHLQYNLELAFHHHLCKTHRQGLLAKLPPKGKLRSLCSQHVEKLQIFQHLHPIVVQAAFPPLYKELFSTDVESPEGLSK
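Drosophila Schneider cells stably carrying a metallothionein-driven Gal4 DBD–ROR gamma fusion and a UAS-Photinus luciferase reporter were exposed to compound for 1 hr, then induced with copper sulfate (700 uM final) for 20 hr at ambient temperature before luminescence reading.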
ELG1 repair inh = blocks ELG1-dependent DNA repair in HEK293T cells. AID 504467. Potency, µM (highest dose often 46.1 µM), for the others: at the highest dose activity change, negative = inhibition, actives largely listed as inhibitors. HEK293T ELG1-luciferase reporter, luminescence, 16 h; DNA damage induced by 5-fluorouridine. 330,000 tested, 2.3% active; also: potency is read from the fitted curve at half-maximal effect; % is scaled to controls: 0 for no effect and ±100 for the full control effect; nearly all actives have a fitted effect of over 55% in size
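Step one: seed 2,000 cells per well. Step two: pin-transfer compound or DMSO alongside 5-fluorouridine. Step three: incubate 16 hr, 37 °C, 5% CO2. Step four: add ONE-Glo, wait 30 min, read luminescence.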
NPC1 prom act = activates the NPC1 promoter | Potency, µM (doses to about 9.22 µM), inactives show at the top dose activation, actives largely listed as activators | AID 485313 | 320,000 tested, 2.4% active | Huh7 NPC1 promoter luciferase reporter, 24 h;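 also: potency is read from the fitted curve at half-maximal effect; % of control where 0% means no effect; nearly all actives have a fitted effect of over 60% in size; reporter is driven by a mutant NPC1 promoter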
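Huh7 cells stably carrying NPC1 promoter–luciferase, plated in Opti-MEM with 10% FBS for 2 h, were exposed to compound in DMSO for 24 h at 37 °C; luciferase reagent was added for 10 min and luminescence read.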
Mito fusion yeast = inhibitors of mitochondrial division or activators of mitochondrial fusion | 320,000 tested, 0.23% active | Potency, µM (doses to about 46.1 µM), without a hit: top-dose growth rescue (activation), actives largely listed as activators | S. cerevisiae fusion-defective mutant growth rescue, CellTiterGlo 48 h;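 also: potency is read from the fitted curve at half-maximal effect; % of control where 0% means no effect; nearly all actives have a fitted effect of over 45% in size; temperature-sensitive fusion mutants such as fzo1-1 at 37 °C on non-fermentable ethanol glycerol medium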
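S. cerevisiae fusion-defective temperature-sensitive mutants (e.g. fzo1-1, mgm1-5) grown 48 h at 37C in YPEG (ethanol/glycerol non-fermentable) medium with 23 nl compound per well; growth rescue read as CellTiterGlo luminescence.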
Menin-MLL TR inh = menin-MLL binding inhibition, Texas Red mutant peptide | O00255 | Menin + Texas Red MLL mutant peptide, fluorescence polarization | Potency, µM (highest dose often 61.6 µM), inactives show at the highest dose FP activity change, negative = inhibition, hits mostly inhibitors | 270,000 tested, 0.23% active | AID 1768; active = well fitted inhibition curve with a large enough effect in the polarisation, with a control signal flat, not every such curve was filed as active; inconclusive = small, poorly fitted or top-dose-only effect, or effect the other way, or a change in a side signal; inactive = no such curve, though single readings can be large or run the other way; the % refers to the polarisation; also: potency is read from the fitted curve at half-maximal effect; % of control where 0% means no effect; many of its hits are not listed in these tables
Target sequence (O00255 whole entry, looked up): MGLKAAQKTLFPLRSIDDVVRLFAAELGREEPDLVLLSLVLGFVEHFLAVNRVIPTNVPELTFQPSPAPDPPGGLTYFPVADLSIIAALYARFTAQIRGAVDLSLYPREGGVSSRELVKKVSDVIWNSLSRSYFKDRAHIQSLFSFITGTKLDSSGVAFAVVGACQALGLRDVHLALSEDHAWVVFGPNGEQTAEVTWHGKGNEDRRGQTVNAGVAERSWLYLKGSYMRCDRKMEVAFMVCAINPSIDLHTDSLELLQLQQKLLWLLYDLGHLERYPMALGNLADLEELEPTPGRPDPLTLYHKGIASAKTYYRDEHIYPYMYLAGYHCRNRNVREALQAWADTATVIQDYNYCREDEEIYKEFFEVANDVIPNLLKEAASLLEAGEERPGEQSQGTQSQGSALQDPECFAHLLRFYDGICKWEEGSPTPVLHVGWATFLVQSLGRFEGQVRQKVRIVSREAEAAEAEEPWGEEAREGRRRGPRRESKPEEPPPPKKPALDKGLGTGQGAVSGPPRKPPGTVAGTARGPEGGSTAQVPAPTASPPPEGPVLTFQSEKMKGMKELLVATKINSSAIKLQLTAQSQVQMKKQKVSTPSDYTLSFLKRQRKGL
PKM2 act = activators of human pyruvate kinase M2; P14618; purified PKM2, Kinase-Glo ATP luminescence, activation; response scale: 0% is enzyme alone, no compound; Potency, µM (titrated, usually from 57.5 µM), for inactives: at the highest dose activation, most hits filed as activators; 260,000 tested, 0.34% active; also: potency is read from the fitted curve at half-maximal effect; % is scaled to controls: 0 for no effect and ±100 for the full control effect; nearly all actives have a fitted effect of over 55% in size
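Purified hPK-M2 (>95%) run at intermediate activity with 0.1 mM ADP and 0.5 mM PEP in 50 mM imidazole pH 7.2, KCl, MgCl2; 1 h room temperature. ATP formed read by Kinase-Glo luminescence; normalized to uninhibited and no-enzyme controls.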
MBNL1 CUG block = blocks human MBNL1 binding to CUG repeat RNA | 280,000 tested, 0.036% active | Potency, µM (titrated, usually from 57.5 µM), for inactives: at the top dose activity change, negative = inhibition, hits mostly inhibitors | TR-FRET MBNL1-His/biotin-(CUG)12 binding, 665/545 ratio; active = well fitted inhibition curve with a large enough effect in the signal ratio, with a control signal flat, not every such curve was filed as active; inconclusive = small, poorly fitted or top-dose-only effect, or effect the other way, or a change in a side signal; inactive = no such curve, though single readings can be large or run the other way; the % refers to the signal ratio; also: potency is read from the fitted curve at half-maximal effect; % is scaled to controls: 0 for no effect and ±100 for the full control effect
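Compounds (final 92 nM to 58 uM) are added to His-tagged MBNL1 and biotin-(CUG)12, then terbium anti-His antibody and streptavidin-XL665 (5 nM final). After 60 min at room temperature, the 665/545 nm ratio is read.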
FLuc counter = counter-screen for miR-21 project: firefly luciferase inhibitors or activators; AID 588342; P08659; purified FLuc, Km substrates, luminescence inhibition; 360,000 tested, 6.9% active; Potency, µM (series often up to 57.5 µM), without a hit: top-dose activity change, negative = inhibition, actives largely listed as inhibitors;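 also: potency is read from the fitted curve at half-maximal effect; plate controls were vehicle for no effect and reference inhibitor for full effect; nearly all actives have a fitted effect of over 55% in size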
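Biochemical qHTS of compounds, final roughly 60 µM downward over six points, against 10 nM purified firefly luciferase using Km concentrations of substrates (10 uM D-luciferin, 10 uM ATP) in Tris acetate pH 7.5 buffer; luminescence output.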
Rab9 prom act = activates the Rab9 promoter; Potency, µM (titrated, usually from 9.22 µM), inactives show top-dose activation, negative = inhibition, actives largely listed as activators; AID 485297; Huh7 Rab9 promoter-luciferase reporter, luminescence, 24 h; 320,000 tested, 2.8% active; also: potency is read from the fitted curve at half-maximal effect; % of control where 0% means no effect; nearly all actives have a fitted effect of over 60% in size
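Measured in stably transfected Huh7 cells bearing a Rab9 promoter–luciferase construct: 24 h compound treatment at 37 °C, followed by luminescence detection.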
An asterisk follows results filed as active; ? = inconclusive; · = not tested or not shown; [ ] = remark or other dose. Unless noted, calls follow the shape of the dose curve; as a rule, active = well fitted curve in the direction sought with a large enough effect; inconclusive = small, poorly fitted or top-dose-only effect, or another doubt; inactive = no such curve, though single readings can be large; an effect the other way counts as inactive or inconclusive. Not all compounds are listed; rates above refer to the full screens.

SMILES | KCNH2 3.1 block | Gal4-VP16 FLuc | RORgamma inh | ELG1 repair inh | NPC1 prom act | Mito fusion yeast | Menin-MLL TR inh | PKM2 act | MBNL1 CUG block | FLuc counter | Rab9 prom act
O=C(O)CNC(=O)/C(=C\c1ccc2c(c1)OCO2)NC(=O)c1ccc(Br)cc1 | 0 | -6% | 8% | -11% | -3% | 0% | 5% | 4% | 4% | -19% | 1%
N#Cc1ccccc1S(=O)(=O)N1CCN(c2ccc(S(=O)(=O)N3CCOCC3)cn2)CC1 | 6 | 2% | 12% | ? | 1% | 1% | 16% | 5% | -4% | 2% | -3%
CCc1c(C)[nH]c2c(C)cccc2c1=O | 3 | ? | 31% | ? | -1% | 5% | 9% | 7% | -8% | -2% | 2%
CCCc1cc(N2CCN(C(=O)c3ccco3)CC2)n2c(nc3ccccc32)c1C#N | -8 | 4% | 4.5µM* | ? | -2% | 2% | 5% | 24% | ? | -14% | -2%
O=C(O)CCn1c2ccccc2c2nc3ccccc3nc21 | -9 | -18% | ? | ? | 3% | 0% | -2% | 4% | ? | ? | 2%
Cc1ccccc1N/N=C/c1sc(=O)n(Cc2cccc(C(=O)O)c2)c1Cl | -3 | -15% | 12% | 5% | -3% | -14% | · | -3% | 6% | -10% | -7%
O=C(NC1CCCCC1)C(c1cccs1)N(C(=O)c1ccco1)c1ccc2c(c1)OCCO2 (stereo not given) | -8 | -2% | 5% | ? | 3% | 6% | -12% | -4% | 4% | ? | 2%
COc1ccc(S(=O)(=O)NCC(=O)N(CC(=O)NCC2CCCO2)c2ccccc2C)cc1 (stereo not given) | 26 | 0% | -15% | -2% | -1% | -1% | -4% | -4% | -6% | 0% | -5%
O=C1C(C2=NC(C(=O)O)C3C(=O)N(c4ccccc4)C(=O)C23)=C(O)c2ccccc21 (stereo not given) | -1 | 13µM* | 11µM* | ? | -1% | -6% | 4% | -45% | -16% | 12µM* | 0%
Cc1cccc2nc(C(=O)Nc3cccc(C(=O)NC4CC4)c3)cn12 | 2 | · | · | ? | ? | -4% | · | · | · | 2.4µM* | 3.2µM*
CC1(C)Cc2c(sc(NC(=O)C(=O)N3CCCCC3)c2C(N)=O)CO1 | -27 | -10% | 4% | 27% | -16% | 1% | · | · | 3% | -1% | 3%
Cc1ccc(C(=O)NCC(=O)OCn2nnc3ccccc3c2=O)cc1 | 1 | · | · | 9% | -2% | -4% | · | · | · | 2% | 2%
O=C(O)c1nn(CCOc2cccc(Cl)c2)c(=O)c2ccccc12 | 2 | -1% | 2% | -6% | -3% | -1% | 6% | 15% | · | 0% | 15%
CCOc1ccc(S(=O)(=O)Nc2cccc(C(=O)N3CCN(c4ccc(OC)cc4)CC3)c2)cc1 | -1 | 1% | 24% | ? | 3% | -2% | 4% | 10% | -4% | -1% | 3%
CCOc1ccc(C2C(C(=O)c3ccco3)=C(O)C(=O)N2CCCn2ccnc2)cc1 (stereo not given) | -21 | 4% | 17% | 17% | 0% | 0% | -10% | 1% | 10% | -18% | 16%
O=C(CSc1nnc2ccccn12)NNC(=O)c1ccc(Br)cc1 | 11 | -3% | -19% | -11% | 0% | 2% | 0% | -26% | 2% | -3% | -5%
CCOc1ccccc1NC(=O)CSc1nc(=O)n(Cc2ccncc2)c2c1CCC2 | -3 | · | · | -6% | -3% | -7% | · | · | · | 4% | -2%
Cc1c(N=c2scc(-c3ccccc3)n2C)c(=O)n(-c2ccccc2)n1C | -48 | 1%[10 µM] | 30% | 12% | 0% | -2% | -23% | -3% | 2% | -5% | -4%
COc1ccc(OC)c(S(=O)(=O)Nc2ccc(C(N)=O)cc2)c1 | 8 | 1% | 0% | 0% | -1% | 2% | 4% | -1% | -7% | 4% | 0%
O=C(COc1ccccc1Br)N1CCNC1=O | -7 | · | · | 15% | 8% | 10% | · | · | · | -2% | -6%
N/C(=N\OC(=O)N1c2ccccc2Sc2ccccc21)c1ccccc1 | -1 | 3% | 27% | -9% | 0% | -22% | -1% | 1% | 15% | ? | -4%
O=C(CSc1ncnc2c(-c3ccc(Cl)cc3)nsc12)c1ccccc1 | -1 | -3% | ? | ? | 2% | -5% | 30%[activator] | -2% | 6% | -8% | 4%
Cc1ccc(S(=O)(=O)NCCSc2nnnn2C)cc1 | -1 | 0% | 16% | ? | -1% | 1% | -30% | 20% | 10% | 0% | -2%
O=C(COC(=O)c1ccccc1Nc1ccc(SC(F)F)cc1)NCc1ccco1 | -7 | -3% | ? | 0% | 0% | -3% | -1% | 0% | -6% | ? | 15%
CSCCOC(=O)C1=C(C)Nc2ccc(C)cc2S1 | 5 | 7% | 40% | -11% | 9% | 4% | ? | 15% | 1% | ? | -3%
SMILES | KCNH2 3.1 block | Gal4-VP16 FLuc | RORgamma inh | ELG1 repair inh | NPC1 prom act | Mito fusion yeast | Menin-MLL TR inh | PKM2 act | MBNL1 CUG block | FLuc counter | Rab9 prom act
COC(=O)CSC1=C(C#N)C(c2ccc3c(c2)OCO3)C2=C(CCCC2=O)N1 (stereo not given) | 7 | -22% | -20% | 7% | -4% | 5% | · | 2% | 19% | -2% | -2%
CC(=O)c1sc(NCCOc2ccc(C)cc2)nc1C | -4 | 5% | 44% | 22% | 24% | -4% | ? | -2% | 3% | ? | ?
O=C(NCc1cccc(CNC(=O)C(=O)NCc2ccco2)c1)C(=O)NCc1ccco1 | -12 | -3% | ? | 11% | -5% | -3% | ? | 0% | 0% | -1% | -3%
CC(=O)c1ccccc1NC(=O)CN1C(=O)CS/C1=C\c1nc(-c2ccc(C)cc2)cs1 | 13 | 3% | -16% | -8% | -4% | 2% | 12% | -10% | -3% | -12% | -20%
Cc1oc(-c2cccc(Cl)c2)nc1CN1CCC(C(=O)NCc2cccnc2)CC1 | -2 | 1% | -2% | -14% | 0% | -2% | -7% | 0% | -3% | 3% | 2%
CCC(=O)N1c2ccc(C)cc2C2=NNC(=S)NC21O (stereo not given) | -5 | ? | ? | 15% | 1% | -3% | 3% | -5% | 3% | 9% | -2%
CCCCn1nc2cc(C(=O)NCCCCc3ccccc3)ccc2c1OCC | -1 | 1% | 1% | -4% | -6% | 0% | -10% | -1% | 7% | 1% | 8%
CC(=O)c1cccc(NC(=O)CCC2CCCC2)c1 | 32 | -1% | 1% | ? | 28% | -1% | -8% | -3% | -4% | ? | 26%
CCN(CC(=O)NCc1ccc(F)cc1)C(=O)CN1CCN(c2cc(Cl)ccc2C)CC1 | -37 | 8% | -16% | -10% | -3% | 31% | ? | -10% | 2% | -1% | 1%
O=C(CCSc1nnc(-c2ccncc2)o1)Nc1cccc(Cl)c1 | -8 | -14% | -6% | -17% | -7% | -6% | -4% | 14% | -2% | 1% | -1%
FC(F)(F)c1cc(-c2ccc3c(c2)OCO3)nc(NCc2ccco2)n1 | -8 | -3% | 23% | ? | ? | 0% | 16% | 2% | 2% | 0% | -36%[inhibitor]
COc1ccc(/C=N/NC(=O)c2ccccc2O)cc1CSc1ccccn1 | -35 | ? | 16µM* | 12% | 1% | -4% | ? | -1% | 2% | 19µM* | -10%
CCN(CC)Cc1c(O)ccc2c(=O)c(-c3ccc(Cl)cc3)coc12 | -28 | -8% | 31% | 2% | -2% | 2% | 8% | -3% | 14% | -4% | 2%
CC1(C)CC(=O)C(C=Nc2ccc(N)cc2)=C(O)C1 | -11 | ? | -8% | -12% | 0% | -11% | ? | -5% | · | ? | 15%
COc1cc(C(=O)Oc2cc(N)n(S(=O)(=O)c3ccc(F)cc3)n2)cc(OC)c1OC | -9 | 5% | 12% | ? | 2% | -4% | -9% | 3% | -3% | 4% | -4%
CCc1nnc(NC(=O)CSc2nnc(-c3ccco3)o2)s1 | -2 | ? | 11µM* | 4% | -2% | 3% | -7% | -3% | -22% | -17% | -5%
CCOC(=O)C(NC(=O)Nc1ccc(Cl)cn1)(Oc1ccc(F)cc1)C(F)(F)F (stereo not given) | -8 | -13% | -28% | 9% | -1% | -4% | -2% | 4% | -5% | 3% | -1%
